HSP90 inh = inhibitors of HSP90 luciferase refolding in rabbit reticulocyte lysate; AID 1789; 290,000 tested, 0.91% active; inhibition, % at 5.6 µM; luciferase refolding luminescence, 3 h;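 active = inhibition above the screen-wide mean plus 3 SD, computed separately per campaign, cut at about 16% in these data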;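 note: 0% = DMSO wells and 100% = 60 µM geldanamycin wells; inhibitors lower the luminescence because luciferase stays unfolded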
HSF1 inhib = HSF1 inhibition. NIH3T3-HGL HSE-luciferase, MG132-induced, luminescence 8 h; hits give low values. activity change, negative = inhibition, % at 7.5 µM (by protocol). 300,000 tested, 0.77% active;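 active = more than half of replicate wells show activity change below -50%, luminescence cut by over half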;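 note: luciferase reports HSF-1 transcriptional activity via heat shock element; 0% = median of DMSO wells and -100% = zero luminescence signal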
aSyn UTR inh = MLPCN primary screen, SNCA 5' untranslated region | alpha-synuclein 5'UTR reporter, inhibitor activity | inhibition, % (tested at 7.5 µM) | AID 1813 | 300,000 tested, 0.82% active; in the data active = inhibition above about 60%;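 note: H4 neuroglioblastoma cells stably carrying SNCA 5'UTR luciferase fusion; 0% = DMSO wells and 100% = positive control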
PolyA inhibitor = inhibitors of polyadenylation in S. cerevisiae; S. cerevisiae SKY197-pL101 polyadenylation reporter, beta-gal luminescence; efflux-impaired pdr1/pdr3 knockout yeast; score 100 = 6 SD above DMSO; calls only at 12 µM; 300,000 tested, 0.02% active;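 active = lowest replicate activity score at least 50, where 100 means six control SD above control mean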;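 note: yeast exposed to compound for 9 h at 30 °C; higher score means more reporter readthrough which indicates perturbed polyadenylation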
HSF1 activator = increases HSF-1 driven luciferase reporter signal | 300,000 tested, 1.7% active | NIH3T3-HGL HSF-1 luciferase reporter, MG132, 8 h; 100% = twice DMSO control signal | AID 504408 | activation, % at 9 µM;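 active = mean replicate activation of at least 50% with a set share of replicates each reaching 50%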;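 note: 0% = median of the neutral control wells and 100% = twice that signal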
IEC-6 tox = counter-screen for KLF5 inhibitors: cytotoxicity in IEC-6 cells. IEC-6 cytotoxicity, luminescence viability. inhibition, % at 5 µM. 290,000 tested, 0.78% active. AID 1825; in the data active = inhibition above about 22%;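 note: 0% = plate median of test compound wells and 100% = cytotoxic reference compound wells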
AI-2 QS modul = Vibrio harveyi AI-2 quorum sensing modulation; Vibrio harveyi JMH597 AI-2 luminescence/OD600 ratio, 9 h; hits give low values; strain lacks LuxN and CqsS sensors; 0 = neutral-control median; activity change, % at 7.5 µM; 300,000 tested, 0.4% active; in the data active = activity change below about -75%, passing the limit was not always enough;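 note: luminescence divided by OD600 gain over 9 h not by final OD600 alone; inactives centre near 13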
GSK3beta inhib = inhibitors of human GSK3beta kinase; GST-GSK3beta kinase, ADP-Glo luminescence, 60 min; hits give low values; 300,000 tested, 0.038% active; P49841; activity score (negative = inhibition), % at 10 µM;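 active = more than half of replicate wells score below -50%, meaning over 50% inhibition versus plate controls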;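 note: 0% = median DMSO wells and -100% = median GW8510 positive control wells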
Target sequence (P49841 whole entry, looked up): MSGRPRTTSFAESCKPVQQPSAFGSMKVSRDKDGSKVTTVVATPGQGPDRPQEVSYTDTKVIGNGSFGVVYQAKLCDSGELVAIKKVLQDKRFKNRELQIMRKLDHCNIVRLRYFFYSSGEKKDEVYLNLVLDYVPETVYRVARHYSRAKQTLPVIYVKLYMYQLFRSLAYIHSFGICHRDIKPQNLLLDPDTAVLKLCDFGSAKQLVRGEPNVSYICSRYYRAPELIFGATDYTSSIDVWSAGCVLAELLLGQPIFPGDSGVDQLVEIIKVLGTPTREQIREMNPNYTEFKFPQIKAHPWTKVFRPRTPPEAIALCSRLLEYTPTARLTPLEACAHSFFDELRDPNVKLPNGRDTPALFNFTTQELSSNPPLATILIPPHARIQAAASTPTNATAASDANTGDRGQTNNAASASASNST
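Test system – GST-tagged human GSK3beta kinase, cell-free · Incubation – 60 min enzyme reaction, room temperature · Signal – ADP-Glo luminescence · Also added – peptide substrate and ATP at 25 µM · Controls – DMSO neutral wells and GW8510 at 20 µM as positive · Buffer or medium – Tris/MgCl2 kinase buffer · Measure – Luminescence-derived activity versus plate DMSO and GW8510 wells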
GSK3A inh = blocks human GSK-3 alpha kinase; P49840; ADP-Glo luminescence, 60 min; inhibition, % at 10 µM; 320,000 tested, 0.1% active; AID 2650;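 in the data active = inhibition above about 50%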;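 note: GST-tagged GSK-3 alpha with peptide substrate and 25 µM ATP; 0% = DMSO neutral wells and 100% = GW8510 positive control wells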
Target sequence (P49840 whole entry, looked up): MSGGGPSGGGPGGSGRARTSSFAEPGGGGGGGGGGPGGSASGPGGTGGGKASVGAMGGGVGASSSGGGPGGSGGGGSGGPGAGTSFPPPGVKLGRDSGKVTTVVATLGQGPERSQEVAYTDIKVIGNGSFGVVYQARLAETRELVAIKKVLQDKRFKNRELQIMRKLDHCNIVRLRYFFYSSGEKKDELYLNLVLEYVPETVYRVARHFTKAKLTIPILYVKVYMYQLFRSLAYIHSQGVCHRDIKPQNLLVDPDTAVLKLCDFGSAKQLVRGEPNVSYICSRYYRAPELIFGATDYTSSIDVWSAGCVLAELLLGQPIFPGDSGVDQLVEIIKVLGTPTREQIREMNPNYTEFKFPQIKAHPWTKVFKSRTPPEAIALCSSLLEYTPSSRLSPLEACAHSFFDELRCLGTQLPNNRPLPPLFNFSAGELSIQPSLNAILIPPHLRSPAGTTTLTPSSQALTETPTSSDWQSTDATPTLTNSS
KLF5 inh = suppresses KLF5 promoter-driven expression | DLD-1 KLF5 promoter-luciferase reporter, luminescence | inhibition, % at 5 µM | 290,000 tested, 0.23% active;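 active = inhibition above a per-plate limit of that plate's mean compound inhibition plus 3 SD, cut at about 60% in these data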;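 note: 0% = DMSO wells and 100% = LY294002 at 200 µM; higher means less KLF5 promoter-driven luciferase light; inactives centre near -14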
* = called active by the depositor; i = inactive; . = not tested or not shown. A portion of the library (hit frequency here may not be typical).

No.	molecule	HSP90 inh	HSF1 inhib	aSyn UTR inh	PolyA inhibitor	HSF1 activator
1	Cc1cc(C)n(-c2ccc(C(=O)Oc3ccc4c(c3)OCO4)cc2)n1	6	-33	5	i	-37
2	CC(C)(C)c1cc(C(c2cccnc2)N2CCN(CCO)CC2)cc(C(C)(C)C)c1O (stereo unspecified)	-2	63	-8	i	76*
3	Cc1cc2nc(CCl)cc(=O)n2[nH]1	-1	10	-3	i	32
4	CC1CN(c2ccc(NC(=S)NNCCC#N)cc2)CC(C)O1 (stereo unspecified)	-2	-3	-6	i	-5
5	Cn1c(C(=O)O)c(CC(=O)N2CCC(Cc3ccccc3)CC2)c2ccccc21	2	-8	-18	i	-10
6	CCOCCCNC(=O)CS(=O)(=O)Cc1nc(-c2cccc(OC)c2)oc1C	2	2	-8	i	30
7	O=C(Cn1nnc(-c2ccccc2)n1)c1ccccc1	1	1	2	i	3
8	Cc1nn(Cc2ccc([N+](=O)[O-])cc2)c(=O)n1-c1cccc(Cl)c1	-1	-1	-8	i	20
9	COc1c2ccoc2nc2c(OC)c(OCC(O)C(C)(C)O)ccc12 (stereo unspecified)	-2	.	.	.	.
10	COc1cccc(-n2c(=O)c3c(C)c(C(=O)N(C)C)sc3n(CC(=O)NCCc3ccc(OC)c(OC)c3)c2=O)c1	2	-2	11	i	-8
11	CC1CCN(C(=O)C2CCC(CNc3c(N4CCCCC4)c(=O)c3=O)CC2)CC1 (stereo unspecified)	-1	-4	4	i	-5
12	O=S(=O)(c1ccc(F)cc1)N1CCN(C(=S)NCCc2ccccc2)CC1	-3	16	1	i	10

No.	IEC-6 tox	AI-2 QS modul	GSK3beta inhib	GSK3A inh	KLF5 inh
1	-2	23	0	-4	12
2	-3	128	4	4	0
3	-3	-2	1	-1	-5
4	2	9	-5	-1	-13
5	6	9	-3	-7	-15
6	4	5	-1	-1	-26
7	5	-94*	-1	-6	-40
8	-4	19	-1	-3	1
9	1	.	.	-2	-11
10	2	.	.	-2	-3
11	-3	-1	0	-2	9
12	-6	21	2	-1	-11

Next part
No.	molecule	HSP90 inh	HSF1 inhib	aSyn UTR inh	PolyA inhibitor	HSF1 activator
13	O=C(CCn1c(=O)oc2ccccc21)N1CCN(c2ccccc2Cl)CC1	5	0	-18	i	0
14	Cc1cc(C)n(-c2ccc(C(=O)OCC(=O)c3ccc(Br)s3)cc2)n1	5	-6	14	i	-25
15	O=C(NCCN1CCN(Cc2ccccc2Cl)CC1)Nc1ccccc1	-2	3	15	i	22
16	COc1ccc(CC(=O)O)cc1O	14	3	1	i	-4
17	COc1ccc(C(=O)NC(CCSC)C(=O)N2CCCCCC2)cc1 (stereo unspecified)	-1	8	9	i	29
18	CCOC(=O)Cc1csc(NC(=O)CN(C)S(=O)(=O)c2ccc3c(c2)CCC(=O)N3)n1	1	.	.	.	.
19	COc1ccc(-n2nc3c(c2NC(=O)C(C)Oc2ccccc2)CS(=O)C3)cc1 (stereo unspecified)	6	-7	0	i	-4
20	CC1CC(CC(=O)Nc2nc(-c3ccccc3)cs2)C(=O)O1 (stereo unspecified)	-1	3	-19	i	11
21	O=C(c1ccc(Cl)cc1)N1CCC(C(=O)N2CCCc3ccccc32)CC1	-1	4	19	i	-6
22	CCOC(=O)c1c(C)[nH]c(C(=O)COC(=O)/C=C/c2cccc(OC)c2OC)c1C	-4	2	17	i	6
23	Cc1ccc(NC(=O)c2cnc(SCC(=O)NCC3CCCO3)n(C)c2=O)cc1 (stereo unspecified)	.	11	-51	i	8
24	COc1ccc(/C=C/C(=O)NC(=S)Nc2cc3oc4ccccc4c3cc2OC)cc1	1	1	-20	i	4

No.	IEC-6 tox	AI-2 QS modul	GSK3beta inhib	GSK3A inh	KLF5 inh
13	23*	22	3	0	32
14	-15	6	0	-1	-28
15	-2	11	3	.	8
16	-4	-1	-1	0	-22
17	-5	-4	2	0	-27
18	0	.	.	-1	-8
19	1	-6	1	-1	-4
20	-3	19	-1	-3	-29
21	2	15	0	-1	-16
22	-2	27	2	-2	-12
23	.	16	-2	-1	.
24	-3	11	-5	0	12

(listing goes on)
No.	molecule	HSP90 inh	HSF1 inhib	aSyn UTR inh	PolyA inhibitor	HSF1 activator
25	Cn1c(/C=C/c2ccc(Cl)cc2)c([N+](=O)[O-])c(=O)n(C)c1=O	7	8	-147	i	30
26	CCOc1ccc(CN2CCN(Cc3cccn3-c3nccs3)CC2CCO)cc1 (stereo unspecified)	1	-1	-6	i	-7
27	CC1=C(C)CC(C(=O)c2ccc(C)cc2)C(C(=O)O)C1 (stereo unspecified)	2	0	-10	i	-6
28	CCC(=O)Nc1ccc(-c2csc(C)n2)cc1	-3	19	-81	i	22
29	Cn1nc(C(=O)N2CCN(c3ccccc3)CC2)c2c1-c1ccccc1S(=O)(=O)C2	-4	1	-14	i	2
30	CCCOc1cccc(C(=O)N(Cc2ccco2)C2CCS(=O)(=O)C2)c1 (stereo unspecified)	1	-2	11	i	15
31	CC(=O)N1N=C(c2ccccc2)CC1c1cn(Cc2ccccc2)c2ccccc12 (stereo unspecified)	4	3	0	i	9
32	CCOc1ccc(C(=O)C[n+]2ccc(C(=O)NCCO)cc2)cc1	3	-1	3	i	-12
33	COc1cnc(-c2ccccn2)nc1Oc1ccccc1Cl	1	-24	-11	i	-25
34	COCC(=O)N1CCC(Oc2ccc(C(=O)NCc3cc(C)no3)cc2)CC1	3	11	-5	i	29
35	O=C/C(=C\Nc1ccc(S(=O)(=O)CCO)cc1)c1nc2cc(Cl)ccc2o1	4	-16	-18	i	-7
36	O=S(=O)(NCCNc1nccc(C(F)(F)F)n1)c1ccccc1	-1	-14	-17	i	-14

No.	IEC-6 tox	AI-2 QS modul	GSK3beta inhib	GSK3A inh	KLF5 inh
25	0	14	-5	-1	-18
26	6	10	-1	1	7
27	0	12	2	-5	-40
28	5	11	3	-1	-18
29	-5	12	2	2	1
30	0	8	0	1	-2
31	1	33	1	0	-3
32	-2	14	2	-2	-12
33	6	31	1	-3	-3
34	0	1	1	0	-65
35	6	17	0	9	3
36	-7	8	-1	4	-22

Pulled one by one from the entries so far (3):
No.	molecule	HSP90 inh	HSF1 inhib	aSyn UTR inh	PolyA inhibitor	HSF1 activator
27	CC1=C(C)CC(C(=O)c2ccc(C)cc2)C(C(=O)O)C1 (stereo unspecified)	2	0	-10	i	-6
30	CCCOc1cccc(C(=O)N(Cc2ccco2)C2CCS(=O)(=O)C2)c1 (stereo unspecified)	1	-2	11	i	15
28	CCC(=O)Nc1ccc(-c2csc(C)n2)cc1	-3	19	-81	i	22

No.	IEC-6 tox	AI-2 QS modul	GSK3beta inhib	GSK3A inh	KLF5 inh
27	0	12	2	-5	-40
30	0	8	0	1	-2
28	5	11	3	-1	-18

More records:
No.	molecule	HSP90 inh	HSF1 inhib	aSyn UTR inh	PolyA inhibitor	HSF1 activator
37	CCN1C(=O)[C@@H]2[C@@H](c3ccc(-c4ccc(C(C)=O)cc4)c(OC)c3)N3CCCC[C@@]3(C(=O)OC)[C@@H]2C1=O	.	3	15	i	-6
38	COC(=O)C(Cc1c[nH]c2ccccc12)NC(=O)c1cc(-c2ccc(OC)c(OC)c2)oc1C (stereo unspecified)	4	-2	-6	i	-4
39	COc1ccc(CNC(=O)COC(=O)c2ccc(Br)cc2)cc1	3	-2	14	i	1
40	CN(c1ccccc1)S(=O)(=O)c1cccc(NC(=O)c2ccc3ncsc3c2)c1	2	4	-1	i	8
41	COc1cc(-c2noc(C)c2-c2ccc(N(C)C)nc2)cc(OC)c1OC	-7	-26	47	i	-32
42	CC1CC(C)(C)NC(=S)N1CCC(=O)NCCc1ccc(Cl)cc1 (stereo unspecified)	-2	-1	3	i	-2
43	CCOC(=O)C1=C(C)NC(=O)NC1c1ccc(OC)c(CN2CCOCC2)c1 (stereo unspecified)	0	5	4	i	2
44	COc1ccc(-c2[nH]c(-c3ccccc3)nc2SCC(=O)NCc2ccco2)cc1OC	-1	4	-1	i	-1
45	COc1ccccc1C(=O)NNC(=O)c1ccncc1	1	-4	-48	i	-13
46	CC(C)NC(=O)CCn1ccc2cc(S(=O)(=O)N3CCCC3)ccc21	-4	1	-26	i	-2
47	COc1cccc2cc(C(=O)C3=C(O)C(=O)N(CCN4CCOCC4)C3c3cccs3)oc12 (stereo unspecified)	9	-2	16	i	15
48	Cc1nc2c(C(=O)NCCc3ccccc3)c[nH]n2c(=O)c1Cl	3	-2	-4	.	15

No.	IEC-6 tox	AI-2 QS modul	GSK3beta inhib	GSK3A inh	KLF5 inh
37	.	5	1	2	.
38	3	19	-4	-1	-16
39	-4	24	1	-1	-34
40	-7	30	1	0	-17
41	93*	30	2	-7	76*
42	-8	.	.	.	4
43	5	16	3	-1	9
44	6	12	-1	4	0
45	-5	21	1	1	-30
46	-4	24	-2	-3	-23
47	4	-5	-1	-3	-4
48	2	13	4	-3	10

(list continues)
No.	molecule	HSP90 inh	HSF1 inhib	aSyn UTR inh	PolyA inhibitor	HSF1 activator
49	O=C(CN1CCOCC1)Nc1ccc(Cl)cn1	2	-3	1	i	5
50	CCO[C@H]1OC(C(N)=O)=C[C@@H](c2csc3ccccc23)[C@@H]1CCCO	5	-4	18	i	-17
51	COc1ccc([N+](=O)[O-])cc1NC(=O)c1ccc(N(Cc2ccccc2C)S(C)(=O)=O)cc1	1	-6	39	i	9
52	COc1ccc(C(=O)NC(=S)Nc2cccc(S(=O)(=O)N3CCOCC3)c2)cc1	-1	-12	25	i	-10

No.	IEC-6 tox	AI-2 QS modul	GSK3beta inhib	GSK3A inh	KLF5 inh
49	2	5	-2	2	-35
50	-2	13	3	-2	-25
51	0	16	2	1	16
52	11	4	3	1	8

Source: PubChem
